Screening data deposited in PubChem by Broad Institute.
KDM4C inh: blocks human GASC-1 (KDM4C) demethylase activity; Q9H3R0; GST-KDM4C 2-372, H3K9me3 peptide, LANCE TR-FRET; inhibition, % at 12.5 µM; 96,000 compounds, 0.15% hits;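 active = mean replicate inhibition above about 25%, with at least 55% of replicates also reaching it, limit read from the data, passing the limit was not always enough; inconclusive = only one of those two conditions met; inactive = neither condition met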
Target sequence (Q9H3R0 2-372 limits assumed): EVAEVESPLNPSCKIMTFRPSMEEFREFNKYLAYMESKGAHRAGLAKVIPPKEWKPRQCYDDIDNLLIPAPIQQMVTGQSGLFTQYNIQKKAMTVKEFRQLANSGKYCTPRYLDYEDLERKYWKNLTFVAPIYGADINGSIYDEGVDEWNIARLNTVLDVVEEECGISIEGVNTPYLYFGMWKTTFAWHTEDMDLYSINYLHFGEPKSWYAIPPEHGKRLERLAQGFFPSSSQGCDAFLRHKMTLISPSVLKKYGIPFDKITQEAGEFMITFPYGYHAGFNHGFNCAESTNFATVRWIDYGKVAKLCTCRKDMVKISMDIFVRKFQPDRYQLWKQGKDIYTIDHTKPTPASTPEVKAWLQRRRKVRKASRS
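System: N-terminal GST-fused human GASC-1 (KDM4C) fragment, residues 2-372; amount: enzyme final amount 10 nM; incubation: reaction 30 min RT, detection step 1 h RT; medium: HEPES buffer, pH 7.5, plus ascorbate; technique: LANCE TR-FRET, Eu antibody, ULight-streptavidin, EDTA, ex 340 nm, em 618/671 nm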
Tcruzi prolif: inhibitors of T. cruzi proliferation. T. cruzi beta-gal in NIH3T3, GalScreen luminescence, 90 h. 77,000 compounds, 5.9% hits. inhibition, % at 8.34 µM;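 active = mean inhibition above about 93%, with at least 55% of replicates each passing it, limit read from the data, passing the limit was not always enough; inconclusive = only one of those two conditions holds; inactive = neither condition holds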
Pf Dd2 inh: blocks growth of Plasmodium falciparum Dd2 parasites; P. falciparum Dd2 growth, SYBR Green, 72 h; stronger effect = lower value; activity change, % at 10 µM; 94,000 compounds, 2.3% hits; in the data active = activity change below about -80%; inconclusive = no clear call, values can overlap the other calls
C diff growth: inhibitors of Clostridium difficile growth; Clostridium difficile clinical isolate growth, OD600, 24 h; stronger effect = lower value; growth activity, negative = inhibition, % at 16 µg/mL (by protocol); 86,000 compounds, 0.25% hits; AID 1259249;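 active = mean growth activity at or below -80% and every replicate also at or below -80%; inconclusive = mean at or below -80% but some replicate above -80%; inactive = mean growth activity above -80%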;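 note: 0% = DMSO wells and -100% = levofloxacin 16 µg/mL wells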
Active calls of the source: *; & = joins results of further samples.

CC(C)NC(=O)N(C)C[C@H]1OCCCC[C@H](C)Oc2ccc(N(C)C)cc2C(=O)N([C@@H](C)CO)C[C@@H]1C was read as Tcruzi prolif 28, Pf Dd2 inh -10 and C diff growth 1.
`COc1ccc2c3c([nH]c2c1)[C@@H](CO)N(C(=O)Cc1ccccc1)CC31CCN(C)CC1` gave KDM4C inh -1.0, Pf Dd2 inh -56 and C diff growth 6.
Cc1cccc(S(=O)(=O)N2CCCCN3[C@H](CO)[C@H](c4ccc(-c5cccnc5)cc4)[C@H]3C2)c1 was read as KDM4C inh -1.0, Tcruzi prolif 1, Pf Dd2 inh -31 and C diff growth -6.
`COc1ccc(NC(=O)N(C)C[C@@H]2OCCCC[C@H](C)Oc3ccc(NC(=O)C4CCCCC4)cc3C(=O)N([C@@H](C)CO)C[C@@H]2C)cc1` gave KDM4C inh 1.0, Tcruzi prolif 46, Pf Dd2 inh -76 and C diff growth 3.
For C[C@@H]1CN([C@H](C)CO)C(=O)c2cc(NC(=O)C3CCCCC3)ccc2O[C@@H](C)CCCCO[C@@H]1CN(C)CC1CCCCC1 the results were KDM4C inh -0.9, Tcruzi prolif 51, Pf Dd2 inh -38 and C diff growth -1.
`CC=Cc1ccc2n(c1=O)C[C@H]1[C@H](CO)[C@@H](C(=O)NC3CCC3)N(CCC)[C@@H]21` (mixture of isomers) gave KDM4C inh 4.4, Pf Dd2 inh 23 and C diff growth -3.
C[C@H]1CN([C@@H](C)CO)C(=O)c2cc(NC(=O)Nc3cccc4ccccc34)ccc2O[C@H]1CN(C)Cc1ccc2c(c1)OCO2 was read as KDM4C inh -4.2, Tcruzi prolif 100*, Pf Dd2 inh 32 and C diff growth 1.
`C[C@H](CO)N1C[C@H](C)[C@H](CN(C)Cc2ccc(Oc3ccccc3)cc2)Oc2c(NC(=O)c3nc4ccccc4s3)cccc2C1=O` gave KDM4C inh -3.3, Tcruzi prolif 87, Pf Dd2 inh -78 and C diff growth 7.
`C[C@@H]1CCCCO[C@H](CN(C)C(=O)c2ccccc2)[C@H](C)CN([C@H](C)CO)C(=O)c2cc(NS(=O)(=O)c3cn(C)cn3)ccc2O1` gave KDM4C inh -0.3, Tcruzi prolif 43 and Pf Dd2 inh 26.
Screening C[C@@H]1CN([C@@H](C)CO)C(=O)c2cccc(NC(=O)C3CCCCC3)c2O[C@H]1CN(C)C(=O)Nc1ccccc1 returned KDM4C inh 1.0, Tcruzi prolif 22, Pf Dd2 inh -12 and C diff growth -1.
Screening COc1ccc2c3c(n(C)c2c1)[C@H](CO)N(C(=O)C1CC1)CC31CCN(Cc2cccc(F)c2)CC1 returned KDM4C inh 0.2, Pf Dd2 inh -72 and C diff growth 9.
For COc1ccc2c3c([nH]c2c1)[C@@H](CO)N(S(C)(=O)=O)CC31CN(C(=O)c2ccncc2)C1 the results were KDM4C inh 0.2, Pf Dd2 inh 48 and C diff growth -4.
COc1ccc(CN2CC3(CN(C(=O)c4ccccc4)C3)c3c([nH]c4cc(OC)ccc34)[C@H]2CO)cc1 was read as KDM4C inh -0.9, Pf Dd2 inh -45 and C diff growth 4.
COc1ccc(S(=O)(=O)Nc2ccc3c(c2)CC(=O)N([C@H](C)CO)C[C@H](C)[C@H](CN(C)CC2CC2)O3)cc1 was read as KDM4C inh 13, Tcruzi prolif 44, Pf Dd2 inh -14 and C diff growth -2.
Screening CN(C)CCCNC(=O)C[C@@H]1CC[C@H](NS(=O)(=O)c2ccc(F)cc2)[C@H](CO)O1 returned KDM4C inh 2.1, Tcruzi prolif -71, Pf Dd2 inh -15 and C diff growth 3.
For O=C(NC1CCCC1)[C@H]1[C@H](CO)[C@H]2Cn3c(ccc(C4=CCCC4)c3=O)[C@@H]1N2CC1CC1 the results were KDM4C inh 4.3, Tcruzi prolif 48, Pf Dd2 inh 7 and C diff growth 3.
Screening O=C(Nc1ccc(C(F)(F)F)cc1)N[C@H]1CC[C@@H](CCNC(=O)c2ccccc2F)O[C@H]1CO returned KDM4C inh -0.9, Tcruzi prolif 139*, Pf Dd2 inh -22 and C diff growth 2.
`CN1C(=O)c2cc(NC(=O)c3cnccn3)ccc2OC[C@@H]2O[C@@H](CC(=O)NCC3CC3)CC[C@H]21` gave KDM4C inh 2.0, Pf Dd2 inh -2 and C diff growth -10.
For COc1cccc(-c2ccc3c(c2)O[C@H](CN(C)C(=O)C2CC2)[C@@H](C)CN([C@@H](C)CO)S3(=O)=O)c1 the results were KDM4C inh -1.4, Tcruzi prolif 81 and Pf Dd2 inh -33.
Screening C[C@@H]1CN([C@@H](C)CO)S(=O)(=O)c2ccc(C#Cc3ccc(F)cc3)cc2O[C@@H]1CN(C)S(=O)(=O)c1ccc(F)cc1 returned KDM4C inh -0.3, Tcruzi prolif 114*, Pf Dd2 inh -44 and C diff growth 13.
`CCCC#Cc1ccc([C@H]2[C@H](CO)N3CCCCN(CC4CCOCC4)C[C@@H]23)cc1` gave KDM4C inh 0.6, Tcruzi prolif 129*, Pf Dd2 inh inconclusive and C diff growth 5.
`C[C@H]1CN([C@@H](C)CO)C(=O)c2cc(C#CCN(C)C)cnc2O[C@@H]1CN(C)S(=O)(=O)c1ccccc1` gave KDM4C inh 3.2, Tcruzi prolif 36, Pf Dd2 inh -22 and C diff growth -5.
CO[C@@H]1CN(C)C(=O)c2cc(NC(=O)C3CC3)ccc2OC[C@@H](C)N(Cc2cc(F)ccc2F)C[C@H]1C was read as KDM4C inh 2.3, Tcruzi prolif 44 and Pf Dd2 inh -40.
`CCNC(=O)[C@@H]1[C@@H](CO)[C@@H]2Cn3c(ccc(-c4ccncc4)c3=O)[C@@H]2N1Cc1ccc2c(c1)OCO2` gave KDM4C inh 0.1, Tcruzi prolif 33, Pf Dd2 inh 9 and C diff growth 0.
`C[C@@H]1CN([C@H](C)CO)C(=O)Cc2cc(NS(=O)(=O)c3cccs3)ccc2O[C@H]1CN(C)C(=O)Nc1ccc(C(F)(F)F)cc1` gave KDM4C inh -0.7, Tcruzi prolif 30, Pf Dd2 inh -2 and C diff growth -12.
Screening COCC(=O)Nc1ccc2c(c1)OC[C@@H](C)N(Cc1cocn1)C[C@@H](C)[C@@H](OC)CN(C)C2=O returned KDM4C inh 1.2, Tcruzi prolif -2, Pf Dd2 inh 20 and C diff growth 0.
Screening O=C(Nc1ccccc1F)N[C@H]1CC[C@@H](CCNC(=O)C2CCC2)O[C@H]1CO returned KDM4C inh 1.7, Pf Dd2 inh 13 and C diff growth 0.
Screening C[C@@H]1CN([C@H](C)CO)C(=O)c2cc(NS(=O)(=O)c3ccc(F)cc3)ccc2O[C@@H](C)CCCCO[C@@H]1CN(C)Cc1ccncc1 returned KDM4C inh 2.3, Pf Dd2 inh -32 and C diff growth -5.
Screening Cc1ccc(S(=O)(=O)NCC[C@H]2CC[C@@H](NC(=O)c3cnccn3)[C@@H](CO)O2)cc1 returned KDM4C inh -1.0, Tcruzi prolif -17 and Pf Dd2 inh -5.
`C[C@@H]1CN([C@@H](C)CO)S(=O)(=O)c2ccc(C#Cc3cccc(F)c3)cc2O[C@@H]1CN(C)S(=O)(=O)c1ccccc1F` gave KDM4C inh -0.9, Tcruzi prolif 106*, Pf Dd2 inh -57 and C diff growth 12.

Retrieved one by one from the list above, 4 records:
Screening O=C(Nc1ccccc1F)N[C@H]1CC[C@@H](CCNC(=O)C2CCC2)O[C@H]1CO returned KDM4C inh 1.7, Pf Dd2 inh 13 and C diff growth 0.
Screening COCC(=O)Nc1ccc2c(c1)OC[C@@H](C)N(Cc1cocn1)C[C@@H](C)[C@@H](OC)CN(C)C2=O returned KDM4C inh 1.2, Tcruzi prolif -2, Pf Dd2 inh 20 and C diff growth 0.
`C[C@@H]1CN([C@H](C)CO)C(=O)Cc2cc(NS(=O)(=O)c3cccs3)ccc2O[C@H]1CN(C)C(=O)Nc1ccc(C(F)(F)F)cc1` gave KDM4C inh -0.7, Tcruzi prolif 30, Pf Dd2 inh -2 and C diff growth -12.
`C[C@H]1CN([C@@H](C)CO)C(=O)c2cc(C#CCN(C)C)cnc2O[C@@H]1CN(C)S(=O)(=O)c1ccccc1` gave KDM4C inh 3.2, Tcruzi prolif 36, Pf Dd2 inh -22 and C diff growth -5.

Other entries
For CC(C)NC(=O)N[C@H]1CC[C@@H](CCNC(=O)C2CCC2)O[C@H]1CO the results were KDM4C inh 0.7, Pf Dd2 inh 3 and C diff growth -2.
`O=C(c1cc2c(c(-c3cccc(Br)c3)n1)[C@H](CCO)NC2)N1CCCCC1` gave KDM4C inh 2.5, Pf Dd2 inh 13 and C diff growth -2.
Screening C[C@H]1CN([C@@H](C)CO)C(=O)Cc2cc(NC(=O)Nc3ccccc3)ccc2O[C@H]1CN(C)Cc1ccc2c(c1)OCO2 returned KDM4C inh 0.6, Tcruzi prolif -23, Pf Dd2 inh 18 and C diff growth -9.
For CCCNC(=O)C[C@H]1C[C@H]2c3cc(NC(=O)CC4CC4)ccc3O[C@H]2[C@@H](CO)O1 the results were KDM4C inh -3.7, Tcruzi prolif 3, Pf Dd2 inh 29 and C diff growth 0.
`COCC(=O)Nc1ccc2c(c1)OC[C@H](C)N(C(=O)Cc1ccccn1)C[C@@H](C)[C@@H](OC)CN(C)C2=O` gave KDM4C inh 0.8, Tcruzi prolif 11, Pf Dd2 inh 16 and C diff growth -2.
Screening CO[C@@H]1CN(C)C(=O)c2cc(NS(=O)(=O)c3ccccc3C)ccc2OC[C@H](C)N(S(C)(=O)=O)C[C@H]1C returned KDM4C inh 1.7, Tcruzi prolif 6 and Pf Dd2 inh 33.
Screening C[C@@H]1CN([C@H](C)CO)C(=O)c2cc(NC(=O)NC3CCCCC3)ccc2O[C@@H](C)CCCCO[C@H]1CN(C)Cc1ccc2c(c1)OCO2 returned KDM4C inh -0.1 and C diff growth 14.
Screening O=C(c1ccc(F)cc1)N1CCCCN2[C@H](CO)[C@H](c3ccc(C#CC4(O)CCCC4)cc3)[C@H]2C1 returned KDM4C inh 0.4, Tcruzi prolif 106*, Pf Dd2 inh -18 and C diff growth -3.
For C[C@@H]1CCCCO[C@@H](CN(C)CC2CC2)[C@@H](C)CN([C@H](C)CO)C(=O)c2cc(NC(=O)Nc3cccc4ccccc34)ccc2O1 the results were KDM4C inh -2.5, Tcruzi prolif 87, Pf Dd2 inh -75 and C diff growth 4.
CN(C)C(=O)c1cccc(-c2ccc3c(c2)[C@@H]2[C@@H](CCN2C(=O)C2CCC2)[C@@H](CO)N3)c1 was read as KDM4C inh 1.5, Pf Dd2 inh -45 and C diff growth 0.
For C[C@@H]1CN([C@H](C)CO)C(=O)c2cc(-c3cccnc3)cnc2O[C@@H]1CN(C)C(=O)C1CC1 the results were KDM4C inh -0.3, Tcruzi prolif 36, Pf Dd2 inh 28 and C diff growth 1.
Screening O=C(c1ccccn1)N1CC[C@@H]2[C@H](CO)Nc3ccc(-c4ccccc4)cc3[C@@H]21 returned KDM4C inh 1.8, Tcruzi prolif 91, Pf Dd2 inh -6 and C diff growth -20.
Screening COc1ccccc1NC(=O)N[C@H]1C=C[C@H](CC(=O)N[C@H](C)c2ccccc2)O[C@H]1CO returned KDM4C inh -0.2, Tcruzi prolif 11 and Pf Dd2 inh -1.
For CN1c2ccc(-c3ccc(F)cc3)cc2[C@@H]2[C@@H](CCN2C(=O)c2ccccn2)[C@H]1CO the results were KDM4C inh 1.7, Tcruzi prolif 35, Pf Dd2 inh -7 and C diff growth -6.
`O=C(C[C@@H]1CC[C@@H](NC(=O)C2CCC2)[C@H](CO)O1)NCC1CC1` gave KDM4C inh 3.9, Tcruzi prolif -66 and Pf Dd2 inh 11.
`O=C(c1ccncc1)N1C[C@H]2[C@@H](c3ccccc31)[C@@H](CO)N2C(=O)Nc1cccc(F)c1` gave KDM4C inh -0.5, Tcruzi prolif 21, Pf Dd2 inh -15 and C diff growth 4.
`CCCNC(=O)C[C@@H]1CC[C@@H]2[C@H](COC[C@H](O)CN2C(=O)Nc2cccc(Cl)c2)O1` gave KDM4C inh -0.7, Pf Dd2 inh 19 and C diff growth 20&-24.
Screening C[C@H]1CN([C@@H](C)CO)C(=O)c2cccc(NS(=O)(=O)c3cccs3)c2O[C@H]1CN(C)S(=O)(=O)c1ccccc1 returned KDM4C inh -0.3, Tcruzi prolif -67 and Pf Dd2 inh 15.
Screening CO[C@@H]1CN(C)C(=O)c2ccc(NS(=O)(=O)c3ccccc3C)cc2OC[C@H](C)NC[C@H]1C returned KDM4C inh 1.7, Tcruzi prolif -22 and Pf Dd2 inh 20.
For CC(C)NC(=O)N(C)C[C@H]1Oc2ccc(NC(=O)Cc3cn(C)c4ccccc34)cc2CC(=O)N([C@@H](C)CO)C[C@@H]1C the results were KDM4C inh -0.4, Tcruzi prolif -25, Pf Dd2 inh -15 and C diff growth -5.
